Fam108B counter: counter-screen for RBBP9 inhibitors: inhibitors of mouse Fam108B | actives 0.33% (n = 300,000) | recombinant Fam108B, FP-Rh probe fluorescence polarization | AID 1947 | inhibition, % at 9.51 µM;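 active means inhibition above the screen mean inhibition plus 3 SD, computed separately per campaign, cut at about 18% in these data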;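 further: inhibitors lower polarization as less probe binds the enzyme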
pPAFAH FP inh: pPAFAH (human) enzyme inhibition | recombinant pPAFAH, FP-rhodamine probe fluorescence polarization | inhibition, % at 3.39 µM | actives 1.5% (n = 330,000) | AID 463082;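 active means inhibition above the mean inhibition across the screen plus 3 SD, cut at about 25% in these data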;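 further: inhibitors block binding of the rhodamine activity-based probe so polarization drops; 0% = enzyme with DMSO and 100% = wells lacking pPAFAH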
Target sequence (Q13093 whole entry, looked up): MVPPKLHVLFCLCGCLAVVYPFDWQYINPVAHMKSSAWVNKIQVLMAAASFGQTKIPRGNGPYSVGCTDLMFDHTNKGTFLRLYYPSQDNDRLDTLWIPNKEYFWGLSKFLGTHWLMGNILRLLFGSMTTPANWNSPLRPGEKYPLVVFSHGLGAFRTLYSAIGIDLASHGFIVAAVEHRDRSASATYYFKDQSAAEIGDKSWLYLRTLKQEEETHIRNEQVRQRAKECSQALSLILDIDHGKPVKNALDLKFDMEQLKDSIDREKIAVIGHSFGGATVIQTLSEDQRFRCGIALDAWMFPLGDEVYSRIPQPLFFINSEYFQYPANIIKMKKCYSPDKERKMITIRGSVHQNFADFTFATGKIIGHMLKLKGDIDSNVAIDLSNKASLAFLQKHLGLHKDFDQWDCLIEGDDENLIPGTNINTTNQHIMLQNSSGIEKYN
PME-1 primary: blocks human protein phosphatase methylesterase 1; recombinant PME-1, FP-Rh probe fluorescence polarization; inhibition, % at 5.9 µM; actives 0.53% (n = 320,000);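 active means inhibition above the campaign mean of all compounds plus 3 SD, cut at about 26% in these data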;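 further: competitive labeling of PME-1 active site by serine hydrolase directed probe; 0% = PME-1 with DMSO and 100% = wells lacking PME-1 enzyme; inhibitors block probe labeling so polarization falls and inhibition rises; many of its hits are not listed in these tables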
AHR act: human AHR activation; AHR-responsive luciferase reporter cells, luminescence; activation, % at 5 µM; actives 2.5% (n = 320,000); AID 2796; in the data active means activation above about 47%;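 further: 0% = vehicle wells and 100% = reference agonist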
MCL1 BIM primary: disrupts human MCL1 binding to BIM-BH3 peptide. inhibition, % at 10.9 µM. AID 2057. actives 0.68% (n = 320,000). Q07820. GST-MCL1 / FITC-Bim-BH3 fluorescence polarization;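 active means inhibition above the mean inhibition of all tested compounds plus 3 SD, set per campaign, cut at about 40% in these data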;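 further: 0% = DMSO wells and 100% = unlabeled Bim-BH3 peptide control; higher means more loss of mP so more displacement of Bim peptide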
GLD-1 RNA inh: GLD-1-TGE RNA interaction inhibition (C. elegans) | Q17339 | purified GLD-1 + fluorescein TGE RNA, fluorescence polarization | inhibition, % at 5.96 µM | actives 0.44% (n = 320,000);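 active means percent inhibition above a per-plate cutoff, the plate mean of test compounds plus 3 SD, cut at about 30% in these data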;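 further: 0% = DMSO wells with GLD-1 and probe and 100% = wells lacking GLD-1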
Target sequence (Q17339 whole entry, looked up): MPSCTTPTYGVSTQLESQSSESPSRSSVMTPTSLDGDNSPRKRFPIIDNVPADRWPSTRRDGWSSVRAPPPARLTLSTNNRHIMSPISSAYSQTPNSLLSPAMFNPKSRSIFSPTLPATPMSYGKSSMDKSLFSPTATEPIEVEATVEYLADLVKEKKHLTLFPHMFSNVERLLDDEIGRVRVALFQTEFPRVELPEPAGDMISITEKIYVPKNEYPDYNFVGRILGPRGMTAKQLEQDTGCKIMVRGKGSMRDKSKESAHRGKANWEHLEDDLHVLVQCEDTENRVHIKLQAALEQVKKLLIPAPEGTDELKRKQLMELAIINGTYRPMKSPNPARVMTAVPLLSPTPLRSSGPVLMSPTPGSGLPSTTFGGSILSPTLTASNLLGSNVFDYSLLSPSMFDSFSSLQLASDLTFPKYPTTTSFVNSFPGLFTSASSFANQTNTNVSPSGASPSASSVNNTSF
MEX-5 binding: C. elegans MEX-5 TCR-2 RNA binding activity; AID 1832; Q9XUB2; actives 0.38% (n = 300,000); activity score (negative = inhibition of binding), % at 10 µM; MEX-5/FITC-TCR2 RNA binding, fluorescence polarization; stronger effect = lower value;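 active means inhibition past about -25% in most replicates, and total fluorescence under double the plate's negative control median, limit read from the data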;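 further: 0% = DMSO and -100% = 5 µM competing unlabeled TCR2 RNA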
Bcl-xL primary: inhibitors of human Bcl-xL; inhibition, % at 10.9 µM; Q07817; GST-Bcl-xL / FITC-Bim BH3 peptide fluorescence polarization; actives 0.7% (n = 320,000);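 active means inhibition above the mean of all tested compounds plus 3 SD, cutoff set per campaign, cut at about 30% in these data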;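 further: 0% = DMSO wells and 100% = unlabeled Bim-BH3 peptide competitor; inhibitors lower millipolarization by displacing the labeled peptide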
PAFAH1B2 FP inh: inhibitors of human PAFAH1B2; P68402; recombinant PAFAH1B2, FP-rhodamine activity probe, fluorescence polarization; inhibition, % at 3.39 µM; actives 1.2% (n = 340,000);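 active means inhibition above the mean of all tested compounds plus 3 SD, cut at about 24% in these data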;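 further: 0% = enzyme with DMSO and 100% = wells lacking PAFAH1B2; many of its hits are not listed in these tables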
Numbers without * were called inactive; / = not tested or not shown; & = joins results of further samples.

Keys – A = Fam108B counter; B = pPAFAH FP inh; C = PME-1 primary; D = AHR act; E = MCL1 BIM primary; F = GLD-1 RNA inh; G = MEX-5 binding; H = Bcl-xL primary; I = PAFAH1B2 FP inh
(1) Cc1[nH]c2ccccc2c1C(=O)C(=O)NCCc1c[nH]c2ccccc12
  A: 2	B: 5	C: 0	D: 1	E: -5	F: 5	G: -1.7	H: -2	I: 0

(2) CCOc1ccc(-n2c(C)nc3cc(C(=O)NCC4CCCO4)ccc32)cc1 (stereo unspecified)
  A: -1	B: 5	C: 0	D: -3	E: 5	F: 1	G: -0.2	H: 4	I: 1

(3) COc1cccc(C(C(=O)NC(C)(C)C)N(CCc2ccccc2)C(=O)CCC(=O)Nc2cc(C)on2)c1OC (stereo unspecified)
  A: 0	B: 7	C: 2	D: -2	E: 5	F: 10	G: 1.4	H: 7	I: 6

(4) O=C(/C=C\Nc1ccc(Cl)cn1)c1ccc(Br)cc1
  A: -2	B: -3	C: 0	D: -2	E: -11	F: 4	G: -4.7	H: -7	I: 4

(5) CCN1CCN(C(=O)C(C)Sc2nc3nc(C)cc(C)n3n2)CC1 (stereo unspecified)
  A: /	B: -6	C: /	D: 2	E: /	F: 3	G: /	H: /	I: 1

(6) Cc1ccc(S(=O)(=O)N(C)C)cc1NC(=O)c1cc(C(C)(C)C)nn1Cc1ccccc1
  A: -5	B: -1	C: -8	D: 1	E: 6	F: 4	G: -1.5	H: 4	I: 0

(7) Cc1ccnc(NS(=O)(=O)c2ccc(NC(=O)c3ccc(N4C(=O)CCC4=O)cc3)cc2)n1
  A: 2	B: -2	C: -14	D: 2	E: 8	F: 0	G: -2.9	H: 2	I: -1

(8) COc1ccc(C(C)=O)cc1CSc1nnnn1-c1ccc(O)cc1
  A: 0	B: -1	C: 1	D: 6	E: -3	F: 4	G: 3.6	H: -2	I: 3

(9) Cc1nc2ncnn2c(C)c1CCC(=O)NCc1ccc2c(c1)OCO2
  A: 1	B: 5	C: 6	D: -1	E: 0	F: 4	G: -1.2	H: 1	I: 8

(10) COCCCNC(=O)CC(NS(=O)(=O)c1ccc(C)cc1)c1ccco1 (stereo unspecified)
  A: -1	B: 0	C: 1	D: 1	E: 8	F: 0	G: 3.3	H: 6	I: 7

(11) CCOC(=O)C1=C(COC(=O)COc2cc(C)ccc2C)NC(=O)NC1C (stereo unspecified)
  A: 3	B: 4	C: 1	D: 3	E: 1	F: 2	G: 1.8	H: 5	I: 2

(12) CC1CCC(NC(=O)c2cc3c(=O)n(C)c4ccccc4c3n2C)CC1 (stereo unspecified)
  A: 0	B: -9	C: 7	D: 14	E: 0	F: 9	G: 0.8	H: -5	I: 4

(13) Cc1cc(=O)oc(C)c1C(=O)N1CCCc2ccccc21
  A: 1	B: 7	C: -1	D: 5	E: -6	F: 2	G: -0.3	H: -1	I: 1

(14) Cc1cccc(NC(=O)/C(C#N)=C\c2cccnc2)c1
  A: -1	B: -2	C: -2	D: 3	E: -9	F: -1	G: 4.2	H: -8	I: 2

(15) CCOc1ccc(/C=C/C(=O)NCCc2ccc(OC)c(OC)c2)cc1
  A: -1	B: 2	C: -4	D: 5	E: 7	F: -6	G: -1.2	H: 5	I: 1

The list continues.
Keys – A = Fam108B counter; B = pPAFAH FP inh; C = PME-1 primary; D = AHR act; E = MCL1 BIM primary; F = GLD-1 RNA inh; G = MEX-5 binding; H = Bcl-xL primary; I = PAFAH1B2 FP inh
(16) Cc1ccc(S(=O)(=O)/C(C#N)=C/c2c(N3CCOCC3)nc3c(C)cccn3c2=O)cc1
  A: -2	B: 11	C: 1	D: 5	E: 0	F: -9	G: 1.8	H: 9	I: /

(17) Cc1ccc(OCCC(=O)Nc2ccccc2C(=O)N2CCCCC2)cc1
  A: -1	B: 0	C: 6	D: 0	E: 1	F: -1	G: 2.8	H: 1	I: 1

(18) Cc1cc(Cl)ccc1NC(=S)NCC(C)C
  A: -2	B: 4	C: 3	D: 9	E: 14	F: 1	G: -0.9	H: 5	I: 1

(19) Cc1noc(C)c1C(=O)Nc1ccc(S(=O)(=O)N2CCC(C)CC2)cc1
  A: /	B: -2	C: 1	D: -1	E: -12	F: -1	G: /	H: -9	I: 12

(20) COc1ccc(C(CNC(=O)c2ccccc2SC)N(C)C)cc1 (stereo unspecified)
  A: 4	B: 1	C: 6	D: 0	E: 3	F: -5	G: -0.1	H: 3	I: -4

(21) COc1ccc(C(=O)Oc2ccc(-c3nnco3)cc2)cc1S(=O)(=O)N1CCOCC1
  A: 3	B: -1	C: -11	D: 2	E: -9	F: 8	G: 1.4	H: -10	I: 4

(22) N#Cc1c(C#N)c(-c2ccccc2)n(-c2ccc(C(=O)O)cc2)c1N
  A: 0	B: 2	C: -1	D: -1	E: 8	F: -1	G: 0.1	H: 7	I: 1

(23) COCCCNC(=O)c1c[nH]c2ccc(S(=O)(=O)N(C)c3ccccc3C)cc2c1=O
  A: 5	B: 2	C: -8	D: 5	E: 11	F: 0	G: 0.3	H: 5	I: 1

(24) COc1ccc2[nH]cc(C=O)c2c1
  A: 0	B: 2	C: -1	D: 6	E: 3	F: 4	G: 1.1	H: 2	I: 4

(25) O=C(Nc1cccc(F)c1)C1CCN(C(=O)c2ccco2)CC1
  A: -1	B: 0	C: 0	D: 0	E: 13	F: -8	G: 1.1	H: 7	I: 1

(26) CC(=O)N1CCOc2cc(S(=O)(=O)N3CCN(c4ccccc4)CC3)c(Cl)cc21
  A: 3	B: 1	C: -1	D: 2	E: -8	F: 3	G: 2.0	H: -3	I: 5

(27) Cc1ccc(N2CCN(c3ccc(NCc4nc5ccccc5n4C)cc3)CC2)cc1
  A: 5	B: 9	C: -1	D: 66*	E: 90*	F: 63*	G: 4.0	H: 74*	I: -2

(28) Brc1cccc(-c2nc3cccnc3nc2-c2cccc(Br)c2)c1
  A: 5	B: -6	C: -2	D: 9	E: -3	F: -1	G: -1.0	H: 5	I: -1

(29) COc1ccc(Cl)cc1NC(=O)CN(C)C(=O)c1n[nH]c2ccccc12
  A: 2	B: 0	C: -4	D: 29	E: 7	F: -2	G: -4.2	H: 6	I: -2

(30) COC(=O)C1=C(CCc2ccccc2)NC(=O)NC1c1ccc([N+](=O)[O-])cc1 (stereo unspecified)
  A: -5	B: 3	C: 2	D: -4	E: 2	F: 0	G: -3.2	H: 3	I: -3

Whole records, quoted from the list:
Cc1cc(Cl)ccc1NC(=S)NCC(C)C is entered as Fam108B counter = -2; pPAFAH FP inh = 4; PME-1 primary = 3; AHR act = 9; MCL1 BIM primary = 14; GLD-1 RNA inh = 1; MEX-5 binding = -0.9; Bcl-xL primary = 5; PAFAH1B2 FP inh = 1
COc1ccc(C(CNC(=O)c2ccccc2SC)N(C)C)cc1 (stereo unspecified) is entered as Fam108B counter = 4; pPAFAH FP inh = 1; PME-1 primary = 6; AHR act = 0; MCL1 BIM primary = 3; GLD-1 RNA inh = -5; MEX-5 binding = -0.1; Bcl-xL primary = 3; PAFAH1B2 FP inh = -4

Further entries
Keys – A = Fam108B counter; B = pPAFAH FP inh; C = PME-1 primary; D = AHR act; E = MCL1 BIM primary; F = GLD-1 RNA inh; G = MEX-5 binding; H = Bcl-xL primary; I = PAFAH1B2 FP inh
(31) CCN(c1ccccc1)S(=O)(=O)c1ccc(OC)c(N=N/C(C(=O)Nc2ccccc2)=C(/C)O)c1
  A: 1	B: -1	C: 1	D: 2	E: 1	F: 9	G: 3.4	H: 3	I: -1

(32) O=C(O)C(O)c1ccccc1 (stereo unspecified)
  A: -6&-1	B: -4&-1	C: -9&3	D: -1&-2	E: -3&3	F: -2&1	G: 0.6	H: 4&9	I: 2&-3

(33) COc1cc(/C=C2\C(=O)NN(c3ccccc3)C2=O)cc([N+](=O)[O-])c1O
  A: 7	B: 8	C: 0	D: 2	E: 25	F: 2	G: -30*	H: 17	I: 4

(34) COc1ccc(Nc2nnc(C)c3ccccc23)cc1C(N)=O
  A: -3	B: 5	C: -3	D: 24	E: 4	F: -3	G: 0.6	H: 8	I: 2

(35) Cc1nn(-c2cc(Cl)ccc2Cl)c(C)c1C(=O)O
  A: -4	B: 3	C: -8	D: -1	E: -5	F: 2	G: -1.6	H: 1	I: -1

(36) CCN(CC)C(=O)c1[nH]cnc1C(=O)Nc1ccon1
  A: /	B: 3	C: 2	D: 0	E: 2	F: 0	G: /	H: 4	I: -2

(37) COc1ccc(CN2CCN(Cc3ccccc3F)CC2)cc1OC
  A: 2	B: 3	C: -2	D: -1	E: 7	F: 6	G: -2.0	H: 7	I: -1

(38) O=C(CCC(=O)N1CCN(c2ccccn2)CC1)Nc1nnc(C2CCCCC2)s1
  A: 0	B: 6	C: -6	D: 2	E: 3	F: 1	G: -2.5	H: 3	I: 3

(39) COc1ccccc1OCc1ccc(C(=O)NCc2cccnc2)o1
  A: -2	B: -2	C: 0	D: 3	E: 5	F: -6	G: 1.2	H: 10	I: -1

(40) N#Cc1c(N)oc(-c2ccco2)c1-c1ccco1
  A: 2	B: 21	C: 7	D: 0	E: 30	F: 14	G: -0.5	H: 28	I: 5

(41) CCc1ccc2nc3n[nH]c(N)c3cc2c1
  A: 1	B: 9	C: 5	D: 11	E: 4	F: -2	G: -5.9	H: 9	I: 14

(42) O=C(c1cncc(Br)c1)N1CCN(S(=O)(=O)c2ccccc2C(F)(F)F)CC1
  A: 4	B: -2	C: -1	D: 11	E: 6	F: -5	G: -1.8	H: 1	I: 2

(43) CN(CC(=O)Nc1cccc(F)c1)C(=O)CCSc1ccc(F)cc1
  A: -1	B: 1	C: 6	D: 3	E: -8	F: 2	G: 3.6	H: -10	I: 18

(44) CC(=O)N/C(=C/c1cccnc1)C(=O)Nc1ccc(Cl)cc1
  A: 0	B: 1	C: -6	D: 3	E: -8	F: 6	G: 0.3	H: -4	I: -7

(45) CCCCc1nnc(NC(=O)c2oc3ccc(OC)cc3c2C)s1
  A: -4	B: 0	C: -9	D: -7	E: -5	F: 11	G: 2.1	H: -5	I: 4

(continued)
Keys – A = Fam108B counter; B = pPAFAH FP inh; C = PME-1 primary; D = AHR act; E = MCL1 BIM primary; F = GLD-1 RNA inh; G = MEX-5 binding; H = Bcl-xL primary; I = PAFAH1B2 FP inh
(46) CCOc1ccc(N2C(=O)C(Cl)=C(Nc3ccccc3O)C2=O)cc1
  A: -1	B: 7	C: 7	D: 15	E: -20	F: -5	G: -16	H: -11	I: 8

(47) CCc1ccc(N2CC(C(=O)NC3CCCCC3C)CC2=O)cc1 (stereo unspecified)
  A: 0	B: 1	C: -6	D: 4	E: 6	F: 0	G: 1.5	H: 3	I: -3

(48) COc1cc(NC(=S)N(C)C)c(OC)cc1Cl
  A: -3	B: -2	C: 2	D: -1	E: 5	F: -5	G: -2.6	H: 4	I: /

(49) CC(C)CSc1nc(N2CCOCC2)c2c(c1C#N)CC(C)(C)SC2
  A: -6	B: 4	C: -4	D: 2	E: 2	F: -6	G: /	H: 1	I: 1

(50) COc1ccc2nc(NC(=O)C3CCN(C(=O)c4ccc(F)cc4)CC3)sc2c1
  A: 0	B: -2	C: -1	D: -6	E: 4	F: 8	G: 0.5	H: -1	I: 0

(51) COc1ccc(C[C@H](N)C(=O)N[C@H]2[C@@H](O)[C@H](n3cnc4c(N(C)C)ncnc43)O[C@@H]2CO)cc1
  A: -2	B: 6	C: -2	D: -12	E: -2	F: -3	G: /	H: -1	I: -1

Assay outcomes as filed in PubChem BioAssay.

A portion of the library, so the mix of outcomes need not match the whole.
